TRPM1 prom inh = reduces MITF-dependent TRPM1 promoter luciferase signal; AID 488899; 0.83% of 330,000 active; SK-MEL-5 TRPM1 promoter luciferase, 24 h; inhibition, % at 12.5 µM;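 active = mean inhibition across replicates of 60% or more, whatever share of single replicates reaches that level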; also: values of inactives mirror those of a sister screen read the other way
KKLEB tox = CF airway cell cytotoxicity counter-screen; KKLEB CF airway cells viability, ATPlite luminescence, overnight; stronger effect = lower value; cells stimulated with P. aeruginosa culture filtrate; activity change (cytotoxicity), % at 5 µM; 0.36% of 360,000 active; AID 602141;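 active = corrected activity change at or below -50% at 5 µM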
HIF-2a inh = blocks HIF-2a reporter activity; 786-0 RCC cells HIF-2a reporter, luciferase luminescence, overnight; inhibition, % at 18.8 µM; 0.72% of 360,000 active; AID 624352;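 active = inhibition of the luminescence signal of 40% or more relative to plate controls, in a single-dose primary screen at 18.75 µM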
Peg3 promoter = reduces Peg3 promoter-driven luciferase expression in HeLa; HeLa PEG-Prom luciferase reporter, luminescence, overnight; AID 588405; inhibition, % at 20 µM; 1.7% of 360,000 active;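 active = inhibition of at least 50% at 20 µM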
CaV13 FRET inh = Primary screen for inhibitors of IQ motif and Ca2+-dependent inactivation inhibitor domain binding in CACNA1D, Förster resonance energy transfer in living cells, …; inhibition, % at 12.3 µM; AID 743397; 0.098% of 340,000 active; HEK cells, CFP/YFP FRET ICDI-IQ, plate reader, 10 min; percent FRET-ratio fall versus neutral wells;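 active = mean replicate inhibition of at least 30% and at least 1% of replicates passing that level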;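 also: 0% = median of the neutral control wells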
CF NFkB block = blocks PAF-induced NF-kB reporter in cystic fibrosis cells | KKLEB NF-kB-GFP reporter, GFP fluorescence overnight | inhibition, % at 5 µM | 0.86% of 360,000 active;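 active = at least 50% inhibition at 5 µM, scaled per plate between neutral and stimulator controls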;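 also: PAF is a Pseudomonas aeruginosa culture filtrate used as stimulus; plate controls were PAF-stimulated DMSO wells for no effect and unstimulated DMSO wells for full effect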
NR2E3 ag-1 = agonists of human NR2E3 nuclear receptor; Q9Y5X4; inhibition of corepressor binding, % at 3.98 µM; 0.35% of 360,000 active; AID 602229; CHO-S Gal4-NCOR/VP16-NR2E3 two-hybrid, luciferase;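 active = inhibition above the mean of all tested compounds plus 3 SD, cut at about 70% in these data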;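 also: 0% = DMSO with NR2E3 transfected cells and 100% = cells lacking NR2E3 construct; higher means lower luciferase signal from less NR2E3 corepressor binding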
Target sequence (Q9Y5X4 whole entry, looked up, the tested form may be a part): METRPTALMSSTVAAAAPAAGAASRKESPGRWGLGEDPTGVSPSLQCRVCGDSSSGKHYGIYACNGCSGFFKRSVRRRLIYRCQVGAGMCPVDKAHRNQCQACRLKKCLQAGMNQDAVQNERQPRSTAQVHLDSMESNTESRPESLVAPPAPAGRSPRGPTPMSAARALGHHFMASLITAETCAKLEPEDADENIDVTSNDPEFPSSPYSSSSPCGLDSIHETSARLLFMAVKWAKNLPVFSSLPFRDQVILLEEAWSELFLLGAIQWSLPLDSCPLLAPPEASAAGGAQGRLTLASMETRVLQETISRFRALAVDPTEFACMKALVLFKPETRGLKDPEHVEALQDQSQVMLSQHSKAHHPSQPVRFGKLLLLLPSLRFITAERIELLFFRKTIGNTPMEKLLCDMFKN
Vif imaging = HIV Vif inhibition. 0.35% of 340,000 active. inhibition, % at 7.49 µM. HEK293T cells, Vif self-association by quenched fluorescence, imaging, 24 h. AID 602346; in the data active = inhibition above about 50%, passing the limit was not always enough; also: some results filed as inactive read as strong as hits
PDI turbidity = blocks human protein disulfide isomerase activity; inhibition, % at 10 µM; 0.052% of 350,000 active; P07237; PDI insulin aggregation turbidity, A650, 90 min; AID 588391;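 active = mean inhibition across replicates of 30% or more, whatever share of single replicates reach that level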;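 also: absorbance from insulin aggregation driven by PDI reduction with DTT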
Target sequence (P07237 whole entry, looked up): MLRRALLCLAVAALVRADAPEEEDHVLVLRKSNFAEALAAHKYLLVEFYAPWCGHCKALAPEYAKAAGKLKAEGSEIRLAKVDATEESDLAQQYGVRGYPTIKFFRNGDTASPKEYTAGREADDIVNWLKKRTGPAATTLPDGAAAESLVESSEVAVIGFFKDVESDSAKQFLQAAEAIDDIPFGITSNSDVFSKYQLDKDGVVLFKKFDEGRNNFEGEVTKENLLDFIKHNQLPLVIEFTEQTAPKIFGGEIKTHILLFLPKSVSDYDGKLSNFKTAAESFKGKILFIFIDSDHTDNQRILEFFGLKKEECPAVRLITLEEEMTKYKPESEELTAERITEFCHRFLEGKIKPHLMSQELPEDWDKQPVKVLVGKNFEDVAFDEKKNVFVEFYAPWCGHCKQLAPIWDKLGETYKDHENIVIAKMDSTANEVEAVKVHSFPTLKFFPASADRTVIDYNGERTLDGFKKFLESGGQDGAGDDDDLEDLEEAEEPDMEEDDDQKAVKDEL
NR2E3 ag-2 = NR2E3 (human) agonism. GST-NR2E3/biotin-RetCOR TR-FRET, 1536-well. AID 2300. 0.12% of 320,000 active. Q9Y5X4. inhibition of corepressor binding, % at 4.78 µM;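 active = percent inhibition above the cutoff of mean plus 3 SD of all tested compounds, set per screening campaign, cut at about 20% in these data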;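 also: 0% = DMSO wells and 100% = biotin wells as full block of FRET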
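Material: NR2E3–RetCOR corepressor complex / Amount: 1.35 nM GST-NR2E3 / Medium: Tris pH 7.5 / Compound: single nominal compound dose of 4.8 µM / Incubation: 5 h at 4 °C / Technique: TR-FRET, Eu(K)-anti-GST donor, streptavidin-D2 acceptor, ex 340, em 617/671 nm / Read-out basis: percent loss of FRET ratio relative to control wells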
Shn3 3UTR inh = Schnurri-3 reporter inhibition in Clone20 osteoblasts | Clone20 osteoblast Shn3 3'UTR firefly luciferase, 24 h | 0.52% of 360,000 active | inhibition, % at 12.5 µM;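 active = mean inhibition of at least 75% with every replicate also reaching 75%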;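 also: 0% = median of neutral control wells and 100% = pilot-screen positive control compound; some compounds past the cut are filed as inactive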
* hit, by the source's call; . = not tested or not shown.

1. COc1ccc(NC(=O)c2ccccc2Cl)c(NC(=O)c2ccco2)c1
2. Cc1ccc2c(c1)N(CC(=O)N1CCCCC1)C(=O)C(C)O2 (stereo not drawn)
3. C=C1CCC[C@]2(C)C[C@H]3OC(=O)C(CNC(CC)CO)[C@H]3CC12 (stereo partly drawn)
4. COc1ccc(S(=O)(=O)N(C)C)cc1NC(=O)COC(=O)CC1CCCC1
5. CC1=NN(c2ccccc2)C(=O)/C1=C\N(O)c1ccccc1
6. O=C(NC1CC1)C1CCN(C2CCN(C(=O)Cc3ccc4c(c3)OCO4)CC2)CC1
7. Cn1c(=O)c2cc(NC(=O)OCCF)ccc2n1Cc1cccc(C(F)(F)F)c1
8. O=C1c2ccccc2S(=O)(=O)c2cc(-c3nn[nH]n3)ccc21
Screen / compound no.,1,2,3,4,5,6,7,8
TRPM1 prom inh,-7,8,29,-9,.,2,.,.
KKLEB tox,2,2,-1,7,-1,-5,-13,-16
HIF-2a inh,-16,-2,19,9,-13,16,15,-3
Peg3 promoter,-3,11,-60,-3,6,-2,8,1
CaV13 FRET inh,-5,-7,-5,-2,-5,-6,-5,-5
CF NFkB block,-6,3,37,7,4,-5,6,7
NR2E3 ag-1,-15,30,-13,-24,-23,-32,-4,-15
Vif imaging,-3,0,-2,6,-5,-9,-10,-1
PDI turbidity,-2,1,-4,-5,1,-2,10,9
NR2E3 ag-2,.,0,6,1,0,6,.,.
Shn3 3UTR inh,-9,-8,-17,6,2,1,27,-1

9. CCC(C)(C)NC(=O)CN(Cc1ccccc1Cl)C(=O)CCC(=O)Nc1cc(C)ccn1
10. Cc1cc(NC(=O)c2noc3c2CCc2ccccc2-3)n(-c2ccccc2)n1
11. Cc1ccccc1CSCc1ccc(C(=O)NCCCN2CCOCC2)o1
12. CCOC(=O)c1cnc(SSc2ncc(C(=O)OCC)c(N)n2)nc1N
13. O=C(Cn1cnc2c(OCc3ccccc3)ncnc21)NCCN1CCOCC1
14. C=CCN1C(=O)C2(OCCCO2)c2cccc(C)c21
15. COc1ccc(S(=O)(=O)N2CCC(C(=O)N3CCc4ccccc4C3)CC2)cc1OC
16. CCCCN=C1NC(=O)C(CC(=O)Nc2ccc(Cl)cc2)S1 (stereo not drawn)
Screen / compound no.,9,10,11,12,13,14,15,16
TRPM1 prom inh,-22,3,-4,-4,6,6,2,-4
KKLEB tox,-3,-13,3,-8,12,-1,-14,-1
HIF-2a inh,15,9,15,20,-2,17,24,18
Peg3 promoter,-2,30,11,11,-12,7,7,22
CaV13 FRET inh,-5,-7,-2,2,-5,-3,-3,-6
CF NFkB block,16,18,-4,4,-30,-10,-10,0
NR2E3 ag-1,-6,-2,-8,-29,-13,-19,2,-38
Vif imaging,-3,0,-8,-3,3,-2,-12,2
PDI turbidity,-10,.,-3,6,-5,6,-2,-10
NR2E3 ag-2,7,-1,-2,1,.,-1,-1,-1
Shn3 3UTR inh,12,-3,-20,3,-53,-11,15,-2

17. Cc1ccc(Cl)cc1N(CC(=O)NCc1ccccc1)S(C)(=O)=O
18. COc1ccc([C@@H]2COc3c(ccc4c3C=CC(C)(C)O4)C2)c(OC)c1
19. O=c1[nH]c(-c2ccc(-c3cccc(Cl)c3)o2)nc2ccccc12
20. CC(C)CN1C(=O)c2ccc(NC(=O)C3CC3)cc2C1=O
21. Cc1ccc(-c2nc(SC(C)C(=O)N3CCCC3)n[nH]2)cc1 (stereo not drawn)
22. CN(CC1CCOCC1)C(=O)CC1C(=O)NCCN1C/C=C/c1ccccc1 (stereo not drawn)
23. Cc1ccc(C(=O)NCc2nnc(SCC(=O)Nc3sc4c(c3C#N)CCCC4)n2C)cc1
24. CCC(CC)C(=O)OCC(=O)Nc1cccc([N+](=O)[O-])c1
Screen / compound no.,17,18,19,20,21,22,23,24
TRPM1 prom inh,0,-22,-98,-13,14,5,11,-11
KKLEB tox,-6,6,-15,-1,-17,7,4,-1
HIF-2a inh,16,-67,-190,-17,5,13,3,-4
Peg3 promoter,16,-41,-1,8,-20,0,-3,-22
CaV13 FRET inh,10,.,-6,-5,-6,-7,.,7
CF NFkB block,-13,-18,-17,-10,8,-18,-13,7
NR2E3 ag-1,19,5,-98,-9,-22,-10,4,1
Vif imaging,0,-11,-6,-1,-1,-3,-5,0
PDI turbidity,-18,.,3,19,0,8,-8,0
NR2E3 ag-2,0,2,.,5,1,4,1,5
Shn3 3UTR inh,14,7,-92,-7,7,-3,7,-3

25. Cc1ccc(S(=O)(=O)Oc2ccccc2N2C(=O)C3C4CCC(C4)C3C2=O)cc1 (stereo not drawn)
26. CC(C)Oc1cc(F)ccc1-c1cc(C(=O)Nc2ccc(F)cc2)[nH]n1
27. COc1ccc(C(C(=O)NCC2CCCO2)N(C(=O)CNC(=O)c2ccco2)c2ccccc2)cc1OC (stereo not drawn)
28. Cc1ccc(OCC(=O)NCCO)cc1C
29. O=C(Oc1cccc(-n2cnnn2)c1)c1ccco1
30. COc1ccc(-c2ccc(CN3C(C)C(=O)N(Cc4cn(CCC5OCCO5)nn4)CCS3(=O)=O)cc2)cn1 (stereo not drawn)
31. CS(=O)(=O)N(CC(=O)NCc1ccccc1)Cc1ccc(Cl)cc1
32. O=C(CCCc1ccccc1)NCc1ccccn1
Screen / compound no.,25,26,27,28,29,30,31,32
TRPM1 prom inh,-5,.,-3,-6,7,.,4,-3
KKLEB tox,-8,4,-2,2,-4,10,5,-3
HIF-2a inh,13,-29,5,-13,3,-2,13,-25
Peg3 promoter,5,-30,-2,1,3,15,10,-16
CaV13 FRET inh,-4,-9,-4,-8,.,-6,-7,.
CF NFkB block,-17,-4,-2,-20,14,2,7,4
NR2E3 ag-1,-10,-9,-34,-12,-14,-13,7,-14
Vif imaging,12,3,33,2,3,3,0,0
PDI turbidity,-3,11,-3,-8,-5,-3,-1,5
NR2E3 ag-2,0,.,3,0,-1,.,-2,-3
Shn3 3UTR inh,-49,2,-10,-22,-20,12,4,18

33. COc1ccc(C(=O)Nc2cccnc2)cc1OC
34. CCCc1nc2ccc(C)cn2c1Cc1ccsc1
35. CC(C)Cc1nc2sc3c(c2c(=O)n1N)CC(C)(C)OC3
36. COc1ccc(C(=O)NNC(=O)CSc2nnc(C(C)C)n2C)cc1
37. CC(C)(Oc1ccc(Cl)cc1)C(=O)N(Cc1ccccc1)c1ccccn1
38. O=C(NCc1ccccc1)C(=O)NCC(c1ccco1)N1CCOCC1 (stereo not drawn)
39. CCN(CC)CCNC(=O)c1ccc(NC(=O)c2ccc3c(c2)CCC3)cc1
40. Cc1cc(C(=O)NCc2ccc3c(c2)OCO3)c(C)o1
Screen / compound no.,33,34,35,36,37,38,39,40
TRPM1 prom inh,-4,.,-3,2,2,9,-62,-3
KKLEB tox,-8,-9,-1,5,1,0,-15,-3
HIF-2a inh,-15,-160,-25,11,24,9,-120,9
Peg3 promoter,-13,-128,-27,3,30,-1,-43,-4
CaV13 FRET inh,.,-6,-2,-3,.,.,-17,-18
CF NFkB block,15,0,-3,-10,-20,-9,21,12
NR2E3 ag-1,-15,-4,-37,-3,-12,3,-39,-11
Vif imaging,1,.,-1,-2,0,8,-2,-2
PDI turbidity,1,.,3,2,1,-4,-2,-3
NR2E3 ag-2,1,.,1,3,-1,2,0,1
Shn3 3UTR inh,-13,-24,25,1,8,-3,-12,-3

41. COCCN1C(=O)CC(NNC(=O)c2ccc(S(=O)(=O)N3CCCC3)cc2)C1=O (stereo not drawn)
42. O=C(O)c1cn[nH]c1-n1cnnn1
43. COc1ccc(S(=O)(=O)NCC2CCCN(C(=O)c3cccs3)C2)cc1 (stereo not drawn)
44. Cc1ccc(S(=O)(=O)N(C)C)cc1NC(=O)CN1C(=O)NC(Cc2ccccc2)C1=O (stereo not drawn)
45. COc1ccccc1NC(=O)COc1ccc(C(=O)NCC2CCCO2)cc1OC (stereo not drawn)
46. C/C(=N\NC(=O)c1ccccc1F)c1ccc2c(c1)Nc1ccccc1S2
47. CN(Cc1ccccc1F)C(=O)CCCNC(=O)c1ccc(Cl)cc1
48. COc1ccc(NC(=O)c2ccc(OC)cc2)cc1
Screen / compound no.,41,42,43,44,45,46,47,48
TRPM1 prom inh,4,11,-6,10,3,-10,7,-62
KKLEB tox,6,10,9,5,-8,5,10,0
HIF-2a inh,12,20,-6,11,3,-146,17,-138
Peg3 promoter,9,6,-21,1,17,-65,20,-207
CaV13 FRET inh,0,-3,-7,-5,-6,-6,-5,-4
CF NFkB block,-7,8,-21,-4,5,-24,-5,-1
NR2E3 ag-1,-17,11,-23,-38,-3,-72,-26,-112
Vif imaging,0,2,0,-4,14,-16,-9,-5
PDI turbidity,1,14,-5,-18,4,11,-14,4
NR2E3 ag-2,-2,1,0,-3,.,0,-2,-3
Shn3 3UTR inh,3,-14,11,-18,-7,-64,16,-78

49. O=C1c2ccccc2CN1c1ccccc1
50. O=C(c1cccs1)N(Cc1cccc(Cl)c1)C1CCS(=O)(=O)C1 (stereo not drawn)
51. CC(C)OC(=O)CSc1nc(Cc2ccccc2)nc2ccccc12
52. CCN(CCCNc1ncnc2nc[nH]c12)c1cccc(C)c1
Screen / compound no.,49,50,51,52
TRPM1 prom inh,-70,-6,11,.
KKLEB tox,3,-4,11,-2
HIF-2a inh,-267,13,21,12
Peg3 promoter,-246,3,9,4
CaV13 FRET inh,-3,-5,-4,-8
CF NFkB block,-10,7,-8,-10
NR2E3 ag-1,-67,1,6,-2
Vif imaging,-1,13,13,.
PDI turbidity,14,0,-6,7
NR2E3 ag-2,3,2,1,1
Shn3 3UTR inh,-78,-6,-38,29

An excerpt of the results above, as a working copy:
41. COCCN1C(=O)CC(NNC(=O)c2ccc(S(=O)(=O)N3CCCC3)cc2)C1=O (stereo not drawn)
42. O=C(O)c1cn[nH]c1-n1cnnn1
43. COc1ccc(S(=O)(=O)NCC2CCCN(C(=O)c3cccs3)C2)cc1 (stereo not drawn)
44. Cc1ccc(S(=O)(=O)N(C)C)cc1NC(=O)CN1C(=O)NC(Cc2ccccc2)C1=O (stereo not drawn)
45. COc1ccccc1NC(=O)COc1ccc(C(=O)NCC2CCCO2)cc1OC (stereo not drawn)
46. C/C(=N\NC(=O)c1ccccc1F)c1ccc2c(c1)Nc1ccccc1S2
47. CN(Cc1ccccc1F)C(=O)CCCNC(=O)c1ccc(Cl)cc1
48. COc1ccc(NC(=O)c2ccc(OC)cc2)cc1
49. O=C1c2ccccc2CN1c1ccccc1
Screen / compound no.,41,42,43,44,45,46,47,48,49
TRPM1 prom inh,4,11,-6,10,3,-10,7,-62,-70
KKLEB tox,6,10,9,5,-8,5,10,0,3
HIF-2a inh,12,20,-6,11,3,-146,17,-138,-267
Peg3 promoter,9,6,-21,1,17,-65,20,-207,-246
CaV13 FRET inh,0,-3,-7,-5,-6,-6,-5,-4,-3
CF NFkB block,-7,8,-21,-4,5,-24,-5,-1,-10
NR2E3 ag-1,-17,11,-23,-38,-3,-72,-26,-112,-67
Vif imaging,0,2,0,-4,14,-16,-9,-5,-1
PDI turbidity,1,14,-5,-18,4,11,-14,4,14
NR2E3 ag-2,-2,1,0,-3,.,0,-2,-3,3
Shn3 3UTR inh,3,-14,11,-18,-7,-64,16,-78,-78

Compound activity as filed in PubChem.
